G6PDH counter: L. mesenteroides G6PDH inhibition counter-screen | Purified L. mesenteroides G6PDH, diaphorase/resazurin coupled fluorescence, 45 min | AID 1020 | inhibition, % at 5 µM | 0.12% of 200,000 active; in the data active = inhibition above about 50%
Diaph act CS: activates diaphorase or chemically reduces, flagging diaphorase assay artifacts. 0.005% of 190,000 active. AID 1229. Diaphorase/resazurin coupled assay, resorufin fluorescence, 16 min; hits give high values; 1 = vehicle wells, 0 = NADH-free wells. activation factor at 20 µM;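 active = diaphorase activity raised at least twofold by the compound at 20 µM; inactive = activation factor below 2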
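Material: Purified diaphorase enzyme from Clostridium kluyveri | Buffer or medium: 50 mM HEPES pH 7.4 with 4.542 mM MgCl2, 0.005% Tween 20 | Times: 16 min enzyme reaction, ambient temperature | Signal: Red resorufin fluorescence at 544/590 nm excitation/emission | Measure: Increased resorufin signal from activators or reducing compounds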
STAT1 activator: STAT1 signaling activation | AID 932 | activation (% of control), % at 5.5 µM | 2.6% of 200,000 active | NIH 3T3 STAT1-luciferase reporter, IFN-gamma, luminescence; 100% = IFN-gamma alone, no compound;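 active = activation above the screen-wide mean activation plus 3 SD, cut at about 130% in these data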;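 also: raw ratio to IFN-gamma control signal so 100% means no change and 0% no light; values of inactives mirror those of a sister screen read the other way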
STAT3 blocker: STAT3 signaling inhibition; AID 862; U3A cells, IL-6 STAT3-luciferase reporter, luminescence; host cell line lacks STAT1; 0.89% of 190,000 active; inhibition, % at 5.5 µM;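 active = inhibition above the mean inhibition across all screened compounds plus 3 SD, cut at about 44% in these data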;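 also: 0% = DMSO only wells and 100% = 100 µM nifuroxazide control wells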
Diaphorase inh: inhibits diaphorase or chemically oxidizes, flagging diaphorase assay artifacts | diaphorase resazurin-to-resorufin fluorescence, NADH, 16 min; bacterial (C. kluyveri) enzyme, not human | inhibition, % at 20 µM | 0.69% of 190,000 active | AID 1217;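 active = primary screen inhibition at 20 µM above a set limit, cut at about 50% in these data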;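 also: plate controls were DMSO with full reaction for no effect and wells lacking NADH for full effect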
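Benchmarks: positive control wells lacking NADH, neutral wells with DMSO only. System: bacterial diaphorase enzyme (C. kluyveri). Input: 0.14 U/mL diaphorase, enzyme working solution. Detection: resorufin fluorescence, excitation 544 nm, emission 590 nm. Times: 16-min room-temperature incubation before reading.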
Hsp70 act: switches on Hsp70 transcription. 0.04% of 200,000 active. activation, % at 10 µM. HeLa Hsp70 promoter luciferase reporter, luminescence; scaled: vehicle 0, proteasome-inhibitor control 100%. AID 1203;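 active = activation above the mean across all tested compounds plus 3 SD, cutoff set per campaign, cut at about 5.5% in these data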;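 also: 100% = MG132 at 30 µM as the positive control and 0% = DMSO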
STAT1 blocker: STAT1 signaling inhibition. inhibition, % at 5.5 µM. 0.35% of 200,000 active. NIH 3T3 STAT1-luciferase reporter, IFN-gamma, luminescence. AID 920;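 active = inhibition above a set limit, the mean inhibition across all tested compounds plus 3 SD, cut at about 34% in these data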;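 also: 0% = IFN-gamma with DMSO and 100% = IFN-gamma with 300 µM nifuroxazide; values of inactives mirror those of a sister screen read the other way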
APP 5UTR inh: APP translation inhibition | SH-SY5Y APP 5'UTR-luciferase reporter, luminescence | 0.82% of 190,000 active | inhibition, % at 2 µM;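 active = inhibition above a set limit, derived from the sample mean plus 3 SD, cut at about 45% in these data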; also: values of inactives mirror those of a sister screen read the other way
STAT3 act: STAT3 signaling activation; AID 871; 0.91% of 190,000 active; U3A cells, IL-6 STAT3-luciferase reporter, luminescence; 100% = signal with IL-6 EC80 alone; activation (% of control), % at 5.6 µM;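 active = activation above the screen-wide mean of compound activation plus 3 SD, cut at about 130% in these data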;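 also: 0% = background luminescence of wells with medium and substrate only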
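Material: human U3A cells carrying STAT3-luciferase construct. Measured by: reporter luminescence signal. Timing: compound 1 h, then IL-6 6 h at 37 °C.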
TLR4 MyD88 comp: TLR4-MyD88 interaction inhibition in cells | 0.18% of 200,000 active | inhibition, % at 8.4 µM | HeLa CL3-4 TLR4/MyD88 BLA complementation, FRET ratio | AID 861 | O00206+Q99836; in the data active = inhibition above about 25%;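 also: 0% = vehicle and 100% = reference inhibitor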
Target sequence (O00206 whole entry, looked up): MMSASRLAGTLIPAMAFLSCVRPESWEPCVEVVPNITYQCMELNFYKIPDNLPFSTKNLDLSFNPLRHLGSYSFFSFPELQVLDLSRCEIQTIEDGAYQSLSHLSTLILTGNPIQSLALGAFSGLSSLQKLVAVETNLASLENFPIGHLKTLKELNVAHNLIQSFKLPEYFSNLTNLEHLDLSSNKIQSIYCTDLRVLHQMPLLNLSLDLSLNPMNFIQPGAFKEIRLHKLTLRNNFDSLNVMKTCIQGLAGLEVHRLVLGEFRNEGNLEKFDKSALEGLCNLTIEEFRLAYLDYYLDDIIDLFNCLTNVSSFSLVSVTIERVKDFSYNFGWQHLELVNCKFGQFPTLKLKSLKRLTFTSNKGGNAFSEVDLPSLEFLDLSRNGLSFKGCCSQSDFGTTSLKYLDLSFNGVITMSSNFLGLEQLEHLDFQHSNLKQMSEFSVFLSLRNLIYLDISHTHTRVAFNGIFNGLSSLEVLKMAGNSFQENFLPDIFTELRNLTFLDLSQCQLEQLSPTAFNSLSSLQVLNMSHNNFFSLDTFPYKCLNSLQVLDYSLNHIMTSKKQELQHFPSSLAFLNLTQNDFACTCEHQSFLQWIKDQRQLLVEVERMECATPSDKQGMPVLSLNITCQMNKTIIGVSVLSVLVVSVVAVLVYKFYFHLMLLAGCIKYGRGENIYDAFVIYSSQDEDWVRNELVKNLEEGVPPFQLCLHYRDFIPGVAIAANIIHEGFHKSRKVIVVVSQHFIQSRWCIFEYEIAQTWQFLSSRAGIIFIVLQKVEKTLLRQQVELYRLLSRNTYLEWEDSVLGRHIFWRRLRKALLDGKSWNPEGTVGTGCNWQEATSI
Target sequence (Q99836 whole entry, looked up): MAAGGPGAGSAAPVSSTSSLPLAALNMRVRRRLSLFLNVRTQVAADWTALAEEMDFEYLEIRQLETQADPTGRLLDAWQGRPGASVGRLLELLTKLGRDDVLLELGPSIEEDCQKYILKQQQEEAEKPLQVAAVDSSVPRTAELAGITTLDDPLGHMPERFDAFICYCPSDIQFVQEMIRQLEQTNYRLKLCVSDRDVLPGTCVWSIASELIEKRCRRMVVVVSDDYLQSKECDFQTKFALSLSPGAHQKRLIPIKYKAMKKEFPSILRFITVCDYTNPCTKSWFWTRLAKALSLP
Starred values were filed as active, the others as inactive; . = no result given.

SMILES	G6PDH counter	Diaph act CS	STAT1 activator	STAT3 blocker	Diaphorase inh	Hsp70 act	STAT1 blocker	APP 5UTR inh	STAT3 act	TLR4 MyD88 comp
COc1ccc(N2CCN(C(=O)CCc3ccc(S(=O)(=O)NCC(C)C)cc3)CC2)cc1	4	1	93	28	-3	-0.3	7	-7	79	-3
COc1nc(OC)nc(N2CCC(C(=O)NCc3cccs3)CC2)n1	16	0.9	95	6	15	-0.1	6	5	98	6
CCN(C(=O)COC(=O)/C=C/c1ccccc1)C1CCCCC1	4	1	96	1	-4	-0.1	4	8	106	-4
CCOc1ccc(CCNC(=O)C2CCN(C(=O)N(C)C)CC2)cc1OCC	-12	0.9	101	-1	6	-0.1	-1	11	105	3
O=C1c2cc(N3CCCC3)c([N+](=O)[O-])cc2C(=O)N1c1ccccc1	2	0.9	109	4	10	-0.3	-10	2	96	3
Cc1cccc(C)c1NC(=O)C(=O)NCc1ccccn1	10	0.9	99	6	13	-0.6	1	2	100	-12
O=C(CCC(=O)NC1CC1)Nc1nnc(C2CCCCC2)s1	7	1	104	7	-5	-0.2	-5	-12	100	6
CN(C#N)c1nc(Cl)nc(Nc2cccc(Cl)c2)n1	-9	0.9	90	-4	10	-0.3	11	-6	104	13
Cc1cc(SCC(=O)N/N=C/c2ccc(O)c(O)c2O)c(C)cc1Br	-6	1	104	12	0	-0.1	-5	6	95	1
CCOC(=O)C1=C(C)N(C)C(C)=C(C(=O)OCC)C1c1ccccc1	4	0.9	97	22	12	-0.3	3	13	82	0
CSc1nnc(-c2cc[n+](C)cc2)n1CCO	3	0.9	94	3	6	0.0	7	7	102	-13
CCN(CC)S(=O)(=O)c1ccc(NC(=O)COC(=O)c2ccc(NC(=O)CC#N)cc2)cc1	2	1	97	9	-2	-0.1	2	11	97	-22
CC(CCc1ccccc1)NC(=O)C1CCN(S(=O)(=O)N2CCOCC2)CC1 (configuration not stated)	3	1	104	0	1	-0.4	-4	-1	103	1
Cc1ccc(NC(=O)C(NCc2ccccn2)c2ccccc2)cc1 (configuration not stated)	5	1	128	4	2	0.0	-32	-55	98	-6
CCOC(=O)/C(C#N)=C/c1cc(C)n(-c2ccc(Br)cc2)c1C	2	1	103	-1	4	0.1	-3	-4	107	6
O=C(NC1CS(=O)(=O)CC1NCc1ccco1)c1ccccc1 (configuration not stated)	16	0.8	106	3	25	-0.1	-7	5	103	-2
CN1C(=O)/C(=C2\SC(N3CCCCCC3)=NC2=O)c2ccccc21	-1	0.7	122	-16	25	-0.1	-30	-16	114	6
CCn1c(C)nc2cc(C(=O)NNC(=O)CCC3CCCC3)ccc21	16	0.7	94	-6	29	-0.3	7	-1	101	8
COc1ccc(C(=O)Nc2ncc3c(n2)CC(C)CC3=O)cc1 (configuration not stated)	9	0.9	112	2	6	-0.3	-15	-12	106	3
C/C(CC(=O)Nc1cccc(C(F)(F)F)c1)=N\NC(=O)Cc1ccccc1	0	0.9	99	8	6	-0.1	-1	-34	99	3
CCn1c(SCc2nnc(-c3ccccc3)o2)nnc1-c1ccc(S(=O)(=O)N2CCCC2)cc1	8	0.8	100	6	20	1.0	0	-10	100	6
Cc1ccccc1NC(=O)c1cccc(Cn2cc(Br)c([N+](=O)[O-])n2)c1	4	0.9	98	6	14	-0.4	2	-3	100	11
N/C(COc1ccc(F)cc1)=N\NC(=O)c1cccnc1Oc1ccccc1	-1	0.9	99	6	10	-0.2	1	0	97	-1
CC(=O)C1=C(O)C(=O)N(Cc2ccccc2)C1c1cccs1 (configuration not stated)	2	0.9	103	-15	9	0.0	-2	0	116	12
COc1cccc(C(=O)C2CCCN(Cc3cccn3-c3cccnc3)C2)c1 (configuration not stated)	8	0.9	88	9	7	-0.2	11	5	96	-3

Other results follow:
SMILES	G6PDH counter	Diaph act CS	STAT1 activator	STAT3 blocker	Diaphorase inh	Hsp70 act	STAT1 blocker	APP 5UTR inh	STAT3 act	TLR4 MyD88 comp
CCC(=O)N/N=C(\C)CC(=O)Nc1ccccc1-c1ccccc1	4	1	104	9	-2	0.1	-5	9	100	-3
O=C1CCCCC1C(Nc1ccc(Cl)cc1)c1ccccc1 (configuration not stated)	6	0.8	103	2	17	0.1	-4	6	104	16
COc1ccc(N(C(=O)CNC(=O)c2ccco2)C(C(=O)NC2CCCCC2)c2ccco2)cc1 (configuration not stated)	2	0.8	101	2	17	-0.5	-1	-9	106	-1
CC(=O)Nc1ccccc1C(=O)C(=O)Nc1cccc(Br)c1	7	1.1	118	8	-14	-0.2	-22	-8	99	2
NC(=O)C1CCN(CC(=O)c2c[nH]c3ccc(F)cc23)CC1	22	1	96	0	-2	-0.4	4	-17	102	-3
CCOC(=O)N1CCC(NC(=O)Cn2c3c(c(-c4ccccc4Cl)cc2=O)CCC3)CC1	9	0.7	94	-5	32	-0.4	7	-9	104	13
CCOC(=O)c1cnc2ccc(OCC)cc2c1N1CCN(C)CC1	-5	0.9	113	6	9	-0.2	-14	22	100	1
Cc1ccccc1NC(=S)NCc1ccc2c(c1)cc(C)n2C	17	0.9	107	8	13	0.1	-8	-19	93	5
CCC(C)NS(=O)(=O)c1ccc(S(=O)(=O)N2CCCC3(CCCCC3)C2)cc1 (configuration not stated)	1	0.7	90	21	28	-0.1	11	-4	84	0
COC(=O)C(NC(=O)CSc1nc(N)cc(=O)[nH]1)c1ccccc1 (configuration not stated)	2	0.9	95	18	8	-0.1	3	-6	90	-6
CN1CCN(C(=O)c2ccc(Cl)c(S(=O)(=O)N3CCCCCC3)c2)CC1	4	0.8	95	-12	22	-0.4	3	-9	111	4
N#Cc1ccc(-c2ccc(Cl)cc2)nc1Oc1ccc(F)cc1	-4	1	98	-8	-2	0.0	2	-16	113	7
COc1ccc(/C=N/N2C(=O)C3C4C=CC(C4)C3C2=O)cc1[N+](=O)[O-] (configuration not stated)	5	1	112	-3	-4	-0.4	-12	2	104	1
COc1ccc(C(=O)NN2C(=O)C3CCC(C)(C2=O)C3(C)C)cc1 (configuration not stated)	4	1	101	-8	-1	-0.4	-1	-12	106	1
Cc1ccc2[nH]c(=O)c(CN(CCO)Cc3nnnn3CCc3ccccc3)cc2c1	8	0.9	96	6	13	-0.1	4	2	99	7
Cc1cc(C)c2c(-n3cccc3)nn(C)c2n1	11	1	102	-3	3	-0.5	-2	-12	108	-6
O=C1Nc2ccccc2C(O)(C(=O)NC2CC2)N1c1ccc(Cl)c(Cl)c1 (configuration not stated)	15	1	92	9	-5	-0.4	7	-24	96	3
Cc1csc(SCc2ccccc2C(=O)O)n1	1	0.9	85	12	8	-0.3	16	-4	92	-2
O=C(CCSc1ccccc1)Nc1ccc(S(=O)(=O)N2CCOCC2)cc1	4	0.8	94	-2	19	-0.3	7	6	100	-5
COc1ccc(-c2c(C#N)c(SCC(N)=O)nc3c2CCCC3)cc1	5	0.7	91	16	32	0.0	7	-34	89	9
COc1cccc(CC(NC(C)=O)C(=O)NC2CCN(S(=O)(=O)c3ccc(F)cc3)CC2)c1OC (configuration not stated)	7	.	102	2	.	-0.1	-3	-19	101	-3
Cc1ccc(-n2nc3c(=O)n(CC(=O)c4ccc(F)cc4)nc(C)c3c2C)cc1	6	0.7	98	26	26	-0.1	3	18	80	0
COCCNS(=O)(=O)c1ccc2c(c1)oc(=O)c1cc(S(=O)(=O)NCCOC)ccc12	-20	0.8	99	9	15	-0.2	1	5	94	-12
CC(C)N=C(NC#N)SCc1ccccc1	-1	1	105	-10	-3	-0.5	-5	-17	110	2
O=C(CSCc1ccc(F)cc1)Nc1nc2c(s1)CCCC2	6	0.7	99	11	26	-0.4	1	-1	93	1
COC(=O)c1c(N2C(=O)[C@H]3[C@@H](C2=O)[C@]2(C(=O)Nc4c2ccc(C)c4C)N2CCC[C@@H]32)sc(C)c1C	-8	0.8	93	-12	17	-0.2	7	-16	110	10
Cc1ccc(Nc2nnc(SCC(=O)Nc3cccc(S(=O)(=O)NC4=NCCCCC4)c3)s2)c(C)c1	0	0.8	100	-8	24	-0.3	-1	-14	108	-21
COc1ccc(C(=O)/C=C/c2ccc(OC)c(CN3CCOCC3)c2)cc1	11	1	94	24	0	-0.1	7	-28	82	-7
CCn1c(SCc2ccccc2)nnc1C1CCN(S(=O)(=O)c2ccc(OC)cc2)CC1	12	1	98	14	-3	-0.5	2	-26	91	2

Compound activity from PubChem BioAssay.
